# Assay outcomes (PubChem)
# NR2E3 ag-1 – inhibitors of NR2E3-RetCOR corepressor binding, primary screen, NR2E3 agonist project, biochemical, TR-FRET, GST-NR2E3, biotin-RetCOR; Photoreceptor-specific nuclear receptor (Homo sapiens), Q9Y5X4; 1536-well; inhibition of corepressor binding, % at 4.78 µM; 0.12% of 320,000 active; AID 2300, 2010;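 active = percent inhibition above the cutoff of mean plus 3 SD of all tested compounds, set per screening campaign, cut at about 20% in these data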;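 also: 0% = DMSO wells and 100% = biotin wells as full block of FRET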
# Target sequence (Q9Y5X4 whole entry, looked up): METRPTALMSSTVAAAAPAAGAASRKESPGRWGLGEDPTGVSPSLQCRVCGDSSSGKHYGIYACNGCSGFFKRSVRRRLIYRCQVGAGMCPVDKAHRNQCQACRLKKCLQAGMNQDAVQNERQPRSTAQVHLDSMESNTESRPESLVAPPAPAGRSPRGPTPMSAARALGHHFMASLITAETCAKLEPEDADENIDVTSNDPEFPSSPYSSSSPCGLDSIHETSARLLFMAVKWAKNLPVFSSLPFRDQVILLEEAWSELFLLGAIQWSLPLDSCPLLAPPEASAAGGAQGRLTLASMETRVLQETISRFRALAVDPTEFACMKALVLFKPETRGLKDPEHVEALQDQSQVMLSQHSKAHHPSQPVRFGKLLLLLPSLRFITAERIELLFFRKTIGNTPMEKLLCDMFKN
#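 Format: 1536-well format; test system: GST-NR2E3 and biotin-RetCOR proteins; read-out basis: percent inhibition of TR-FRET ratio; timing: 5 h incubation at 4 °C; detection: time-resolved FRET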
# HIF-2a block – HIF-2a reporter inhibitors, primary screen, luminescence, 786-0 RCC cells. 786-0 RCC cells HIF-2a reporter, luciferase luminescence, overnight. 0.72% of 360,000 active. inhibition, % at 18.8 µM;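 active = inhibition of the luminescence signal of 40% or more relative to plate controls, in a single-dose primary screen at 18.75 µM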
# iPSC survival up – enhancers of single-cell hiPSC survival, primary screen, ATPlite luminescence; 100% = ROCK inhibitor wells, 0% = DMSO; survival enhancement, % at 20 µM; 0.044% of 360,000 active; AID 602274, 2012; in the data active = survival enhancement above about 18%;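 also: cells exposed to compounds for 16 hours before the ATP read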
# Peg3 prom inh – Peg3 promoter-driven luciferase inhibitors, primary screen, cell-based, HeLa, luciferase luminescence; HeLa PEG-Prom luciferase reporter, overnight; inhibition, % at 20 µM; 1.7% of 360,000 active; AID 588405, 2011;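 active = inhibition of at least 50% at 20 µM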
# H9c2 protect – cardioprotection against H2O2-induced cell death, primary screen, uHTS, H9c2 cells, ATPLite luminescence; H9c2 cardiomyocytes, H2O2 injury protection, 2 h; protection from H2O2 cell death, % at 20 µM; 0.63% of 360,000 active;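 active = compounds giving at least 50% protection of heart cells from peroxide-induced death in the single-dose screen, raw or plate-pattern-corrected value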;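 also: 0% = DMSO wells with peroxide and 100% = DMSO wells without peroxide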
# TRPM1 prom inh – inhibitors of MITF-dependent TRPM1 promoter reporter, primary screen, cell-based, SK-MEL-5, single point, luciferase; SK-MEL-5 TRPM1 promoter luciferase, 24 h; 0.83% of 330,000 active; inhibition, % at 12.5 µM; AID 488899, 2010;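 active = mean inhibition across replicates of 60% or more, whatever share of single replicates reaches that level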; also: values of inactives mirror those of a sister screen read the other way
# CaV13 ICDI inh – Disruptors of the CACNA1D IQ motif to Ca2+-dependent inactivation inhibitor domain association, primary screening, Förster resonance energy transfer in intact living … | HEK cells, CFP/YFP FRET ICDI-IQ, plate reader, 10 min; percent FRET-ratio fall versus neutral wells | 0.098% of 340,000 active | AID 743397 | inhibition, % at 12.3 µM;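 active = mean replicate inhibition of at least 30% and at least 1% of replicates passing that level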;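 also: 0% = median of the neutral control wells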
# Shn3 3UTR inh – reduction of Shn3 3'UTR firefly luciferase signal, primary screen, Schnurri-3 inhibitor project, cell-based, Clone20 osteoblasts, set 2 | 0.52% of 360,000 active | AID 588674, 2011 | Clone20 osteoblast Shn3 3'UTR firefly luciferase, 24 h | inhibition, % at 12.5 µM;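 active = mean inhibition of at least 75% with every replicate also reaching 75%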;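 also: 0% = median of neutral control wells and 100% = pilot-screen positive control compound; some compounds past the cut are filed as inactive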
# NR2E3 ag-2 – NR2E3 agonists in two-hybrid cells, primary screen, cell-based, luminescence, CHO-S, Gal4-NCOR/VP16-NR2E3 | Photoreceptor-specific nuclear receptor (Homo sapiens), Q9Y5X4 | inhibition of corepressor binding, % at 3.98 µM | 0.35% of 360,000 active | luciferase | AID 602229, 2012;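 active = inhibition above the mean of all tested compounds plus 3 SD, cut at about 70% in these data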;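 also: 0% = DMSO with NR2E3 transfected cells and 100% = cells lacking NR2E3 construct; higher means lower luciferase signal from less NR2E3 corepressor binding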
# PDI turbidity – inhibitors of human PDI, primary screen, biochemical, turbidity, single point, plate reader; Protein disulfide-isomerase (Homo sapiens), P07237; PDI insulin aggregation turbidity, A650, 90 min; inhibition, % at 10 µM; 0.052% of 350,000 active;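 active = mean inhibition across replicates of 30% or more, whatever share of single replicates reach that level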;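 also: absorbance from insulin aggregation driven by PDI reduction with DTT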
# Target sequence (P07237 whole entry, looked up): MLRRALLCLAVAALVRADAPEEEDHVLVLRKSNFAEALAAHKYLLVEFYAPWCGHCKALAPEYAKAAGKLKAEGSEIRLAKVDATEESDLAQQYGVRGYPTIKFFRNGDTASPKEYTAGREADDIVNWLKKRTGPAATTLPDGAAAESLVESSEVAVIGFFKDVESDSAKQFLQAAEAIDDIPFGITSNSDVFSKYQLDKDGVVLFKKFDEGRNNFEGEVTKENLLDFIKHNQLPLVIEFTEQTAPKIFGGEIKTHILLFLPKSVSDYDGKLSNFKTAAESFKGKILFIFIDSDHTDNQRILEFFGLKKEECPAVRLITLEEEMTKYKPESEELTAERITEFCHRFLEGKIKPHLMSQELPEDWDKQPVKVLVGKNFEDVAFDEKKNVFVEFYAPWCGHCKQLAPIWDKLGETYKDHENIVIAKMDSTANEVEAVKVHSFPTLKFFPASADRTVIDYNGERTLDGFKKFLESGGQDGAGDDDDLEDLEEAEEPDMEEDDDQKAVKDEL
# m5-HT2A agonist – mouse Htr2a agonists via beta-arrestin recruitment, primary screen, cell-based, luminescence | 5-hydroxytryptamine receptor 2A (Mus musculus), P35363 | 0.66% of 360,000 active | CHO-K1 mHTR2A beta-arrestin complementation; percent of 30 µM serotonin response | activation, % at 7.6 µM | AID 624169, 2012;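 active = activation above a run cutoff, the mean activation of all tested compounds plus 3 SD, cut at about 14% in these data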;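 also: 0% = plate median of compound wells and 100% = 30 µM serotonin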
# * = called active by the depositor; · = no result given.
entry	Compound	NR2E3 ag-1	HIF-2a block	iPSC survival up	Peg3 prom inh	H9c2 protect	TRPM1 prom inh
1	O=C(N/C(=C/C=C\c1ccccc1)C(=O)N1CCOCC1)c1ccc(Br)cc1	-2	7	0.1	8	10	1
2	COc1cc2nc(N(CCN(C)C)C(=O)c3ccc(S(=O)(=O)N(C)CC4CCCO4)cc3)sc2cc1OC (stereo not given)	-2	-7	-0.3	-15	9	-3
3	O=C(c1nn2c(C(F)(F)F)cc(-c3ccccc3)nc2c1Cl)N1CCN2CCCC2C1 (stereo not given)	·	-10	-0.2	23	-1	2
4	CSc1n[nH]c(=O)n1C1CCCCC1	0	11	0.1	-8	1	4
5	Cc1cc(NC(=O)CSc2ccc(-c3cccc([N+](=O)[O-])c3)nn2)no1	-3	10	0.5	19	4	13
6	CCOCc1cc(C2NC(=O)NC(C)=C2C(=O)OCC)ccc1OC (stereo not given)	-2	4	-5.4	-9	-8	9
7	O=S(=O)(NCc1ccc(F)cc1)c1ccccc1Br	1	-6	1.1	0	0	-6
8	CCCCC1CN2CCc3c([nH]c4ccccc34)C2(C)C1 (stereo not given)	0	31	-0.7	4	-11	13
9	COc1ccc(N2CCN(C3CCCN(C(=O)c4ccoc4)C3)CC2)cc1 (stereo not given)	4	5	-0.3	21	3	5
10	COc1ccc(CNC(=O)COc2ccc(Br)c(C)c2)cc1	-3	-3	-0.5	7	4	-1
11	COc1ccc(CNCCNC(=O)c2cccs2)c(OC)c1OC	1	16	-0.9	-2	-4	11
12	CCOc1ccc(CCNC(=O)C2CC(=O)N(c3ccc4c(c3)OCCO4)C2)cc1OCC (stereo not given)	-2	2	-0.4	0	1	8
13	COc1cccc(C(=O)NC(=O)Nc2nc(C)cc(C(F)(F)F)n2)c1	1	-16	-0.2	-12	7	1
14	O=C(Nc1cccc(-n2cnnn2)c1)c1cccs1	-2	-8	0.1	4	6	-2
15	Cc1c(-c2nc(-c3cccnc3)no2)cccc1[N+](=O)[O-]	5	-182	0.7	-99	7	-12

entry	CaV13 ICDI inh	Shn3 3UTR inh	NR2E3 ag-2	PDI turbidity	m5-HT2A agonist
1	-2	-16	6	14	-1
2	-3	6	21	-1	-11
3	-7	7	-3	15	-6
4	-1	-2	10	3	1
5	-2	-3	-11	1	0
6	-3	3	1	-3	4
7	-6	7	-28	2	1
8	-4	-7	-12	3	-2
9	-5	-11	-12	-2	-2
10	-3	-4	-29	-8	-9
11	-6	-17	8	13	-1
12	-7	-39	-34	6	-3
13	-2	-14	-27	-5	-1
14	-14	3	5	8	1
15	-7	12	-78	0	-2

# In another format: 8 of the compounds above.
1. O=C(N/C(=C/C=C\c1ccccc1)C(=O)N1CCOCC1)c1ccc(Br)cc1
2. COc1cc2nc(N(CCN(C)C)C(=O)c3ccc(S(=O)(=O)N(C)CC4CCCO4)cc3)sc2cc1OC (stereo not given)
3. O=C(c1nn2c(C(F)(F)F)cc(-c3ccccc3)nc2c1Cl)N1CCN2CCCC2C1 (stereo not given)
4. CSc1n[nH]c(=O)n1C1CCCCC1
5. Cc1cc(NC(=O)CSc2ccc(-c3cccc([N+](=O)[O-])c3)nn2)no1
6. CCOCc1cc(C2NC(=O)NC(C)=C2C(=O)OCC)ccc1OC (stereo not given)
7. O=S(=O)(NCc1ccc(F)cc1)c1ccccc1Br
8. CCCCC1CN2CCc3c([nH]c4ccccc34)C2(C)C1 (stereo not given)
Assay by compound | 1 | 2 | 3 | 4 | 5 | 6 | 7 | 8
NR2E3 ag-1 | -2 | -2 | · | 0 | -3 | -2 | 1 | 0
HIF-2a block | 7 | -7 | -10 | 11 | 10 | 4 | -6 | 31
iPSC survival up | 0.1 | -0.3 | -0.2 | 0.1 | 0.5 | -5.4 | 1.1 | -0.7
Peg3 prom inh | 8 | -15 | 23 | -8 | 19 | -9 | 0 | 4
H9c2 protect | 10 | 9 | -1 | 1 | 4 | -8 | 0 | -11
TRPM1 prom inh | 1 | -3 | 2 | 4 | 13 | 9 | -6 | 13
CaV13 ICDI inh | -2 | -3 | -7 | -1 | -2 | -3 | -6 | -4
Shn3 3UTR inh | -16 | 6 | 7 | -2 | -3 | 3 | 7 | -7
NR2E3 ag-2 | 6 | 21 | -3 | 10 | -11 | 1 | -28 | -12
PDI turbidity | 14 | -1 | 15 | 3 | 1 | -3 | 2 | 3
m5-HT2A agonist | -1 | -11 | -6 | 1 | 0 | 4 | 1 | -2

# Further entries
entry	Compound	NR2E3 ag-1	HIF-2a block	iPSC survival up	Peg3 prom inh	H9c2 protect	TRPM1 prom inh
16	O=C(COC(=O)[C@@H]1CCCN1S(=O)(=O)c1ccccc1F)NCc1ccc2c(c1)OCO2	1	7	-0.4	0	12	·
17	CCOc1ccc(N2CC(C(=O)NCCc3ccc(OC)c(OC)c3)CC2=O)cc1 (stereo not given)	·	7	6.2	11	-1	7
18	O=C(CCc1ccccc1)Nc1nc2n(n1)C(c1ccc(Cl)cc1)CC(=O)N2 (stereo not given)	2	2	9.0	3	6	13
19	CN(c1ccccc1)S(=O)(=O)c1cc(Cl)ccc1Cl	0	15	-2.8	9	-10	-10
20	COc1ccc(S(=O)(=O)Nc2ccc3c(c2)OCO3)cc1	5	-16	0.2	-3	-1	-1
21	COc1ccc(-c2nn(C)c(=O)c3ccccc23)cc1NC(=O)Cn1nc(-c2ccccc2)c2ccccc2c1=O	-1	17	0.0	3	13	13
22	Cn1ncc([N+](=O)[O-])c1C(=O)Nc1ccc(-c2nc3ccccc3[nH]2)cc1	1	-296	-1.5	-219	7	-43
23	COc1cccc(C(=O)N(CN2CCCC2=O)c2cc(C)on2)c1	1	13	7.1	10	-3	-1
24	O=[N+]([O-])c1nn(-c2ccc(Cl)cc2)n(O)c1=NCc1ccccc1	-2	-194	-0.7	-117	-3	-8
25	CCOC(=O)N/N=C\c1cccc(OC)c1OC/C=C/c1ccccc1	·	-63	-0.2	-56	3	-6
26	N#Cc1ccc(CSc2nnc(NC(=O)C3CC(=O)N(c4ccc5c(c4)OCCO5)C3)s2)cc1 (stereo not given)	3	23	-3.4	6	8	5
27	CCCCCN1CC(=O)N2[C@@H](Cc3c([nH]c4ccccc34)C2(C)C)C1=O	2	2	0.1	25	12	3
28	Cc1ccn2c(=O)c(C(=O)NCCCN3CCCCC3C)c(O)nc2c1 (stereo not given)	2	-11	-0.1	-12	-2	2
29	COc1cccc(CNC(=S)NC2CC2)c1	2	8	0.4	1	-12	8
30	CN(C)S(=O)(=O)Oc1cccc(C(=O)Nc2ccccc2Cl)c1	2	-181	-0.7	-198	-3	-63

entry	CaV13 ICDI inh	Shn3 3UTR inh	NR2E3 ag-2	PDI turbidity	m5-HT2A agonist
16	-5	11	12	12	13
17	·	3	11	-1	0
18	·	-12	2	-2	1
19	-5	1	-8	-3	0
20	-8	3	-12	-3	3
21	·	29	11	-1	3
22	·	-16	-75	-4	0
23	-5	5	26	2	1
24	-2	·	-59	1	-4
25	·	-8	-5	-15	-9
26	·	-4	15	1	-1
27	-4	5	-6	1	5
28	·	-1	2	-10	6
29	-2	6	-2	-10	1
30	-5	-41	-62	-2	4

# Further structures follow.
entry	Compound	NR2E3 ag-1	HIF-2a block	iPSC survival up	Peg3 prom inh	H9c2 protect	TRPM1 prom inh
31	CCc1cccc(OCCCCN(CC)CC)c1	2	6	3.6	1	5	3
32	COc1ccc(S[C@@H](CCN2CC[C@H](NC(=O)OCc3ccccc3)CCC2=O)c2ccccc2)cc1	·	14	0.8	11	-3	-6
33	COc1cc(C(=O)NCC(c2cccnc2)N2CCN(c3ccccc3)CC2)cc(OC)c1OC (stereo not given)	1	-13	-0.4	-6	6	·
34	CCc1ccc(NC(=O)C2=CC(c3ccc(OC)c(OC)c3)=NS(=O)(=O)N2C)cc1	-2	-10	0.3	8	8	31
35	CC1=N/C(=C\c2ccc(OC(C)C)cc2)C(=O)N1c1ccc(C(=O)O)cc1	3	25	0.4	-11	8	-6
36	COc1cc(C(=O)N2CCN(c3ccccc3)CC2)c2ccccc2n1	·	26	2.1	-16	-1	20
37	O=C(COc1ccc(S(=O)(=O)NC2CCCCC2)cc1)NC1CC1	3	6	0.1	9	-2	15
38	CCN(CC(=O)Nc1ccc(NC(C)=O)cc1)C(=O)CCCOc1ccc(C(C)(C)C)cc1	-5	-12	-0.4	-27	-8	-6
39	O=c1[nH]c(/C(=N\O)c2ccccc2)no1	-3	5	8.7	4	2	-7
40	Nc1ccc(CCc2ccc(N)cc2)cc1	3	-28	-0.8	-39	0	-4
41	O=C(Nc1cccc(Oc2ccccc2)c1)C1Cc2c(-c3ccco3)ccnc2O1 (stereo not given)	·	1	-0.8	19	-4	·
42	COc1ccc2[nH]cc(C(=O)NCCc3ccccc3)c(=O)c2c1	1	-173	-0.8	-47	9	-17
43	O=C(NCCNc1ccc([N+](=O)[O-])cc1)c1cc(F)c(F)cc1Cl	0	19	0.4	-2	3	·
44	CCc1c(O)nc(SC2CC(=O)N(c3ccc(F)c(Cl)c3)C2=O)[nH]c1=O (stereo not given)	1	11	-0.5	6	0	-2
45	COc1ccccc1N1CCN(C2CCCN(C(=O)c3oc(C)cc3C)C2)CC1 (stereo not given)	3	7	-0.3	9	12	-10
46	Cc1cc(CN2CCCC(CNC(=O)c3ccc(F)cc3)C2)cc(C)c1O (stereo not given)	0	4	1.8	-1	3	4
47	COC(=O)c1sccc1NC(=O)c1cc(-c2ccc(C)cc2)nc2ccccc12	1	-3	-2.9	-14	-3	5

entry	CaV13 ICDI inh	Shn3 3UTR inh	NR2E3 ag-2	PDI turbidity	m5-HT2A agonist
31	-4	-13	-7	1	0
32	-6	16	37	4	-5
33	-5	-2	2	·	2
34	-49	23	2	·	1
35	-2	-13	-19	3	-1
36	-6	10	4	3	-6
37	-5	4	1	3	6
38	-6	9	-33	12	-5
39	-5	2	-16	1	2
40	-15	-41	-26	4	-6
41	-9	9	-5	-1	-2
42	-20	1	-25	-2	5
43	-5	1	-2	0	-4
44	-4	-8	11	0	12
45	·	11	12	6	-11
46	0	-12	27	0	13
47	0	-9	-9	3	1
